# RmlCD inh mix = inhibitors of RmlC and RmlD coupled enzymes. RmlC/RmlD coupled enzyme inhibition, 384-well mixture HTS. inhibition, % at 5.5 µM. hit rate 0.39% among 110,000. AID 1532; in the data active = inhibition above about 30%, passing the limit was not always enough; inconclusive = no clear call, values can overlap the other calls; note: strong numbers were not always called active
# HIV RNase H inh = inhibitors of HIV-1 reverse transcriptase RNase H; AID 565; hit rate 1.9% among 65,000; inhibition, % at 10 µM; RT-RNase H RNA/DNA duplex cleavage, fluorescence; in the data active = inhibition above about 50%
# * hit, by the source's call; ? = inconclusive; . = no result given.
# Sample of the layout (3 entries):
SMILES,RmlCD inh mix,HIV RNase H inh
O=C(Nc1cccc(Cl)c1Cl)C1CC(=O)N(c2ccc(Br)cc2)C1 (configuration not stated),-13.8,.
O=C(CNS(=O)(=O)c1ccccc1)N1CCN(c2ccccc2)CC1,-4.2,-8.7
CC1(C)CSC(Nc2ccc(F)c(Cl)c2)=N1,1.4,-13.7

# The list itself, repeating the preview:
SMILES,RmlCD inh mix,HIV RNase H inh
O=C(Nc1cccc(Cl)c1Cl)C1CC(=O)N(c2ccc(Br)cc2)C1 (configuration not stated),-13.8,.
O=C(CNS(=O)(=O)c1ccccc1)N1CCN(c2ccccc2)CC1,-4.2,-8.7
CC1(C)CSC(Nc2ccc(F)c(Cl)c2)=N1,1.4,-13.7
N#Cc1c2n(c(=O)[nH]c1=O)CCCCC2,9.0,-3.8
O=S(=O)(c1cccc(C(F)(F)F)c1)N1CCN(c2nnnn2-c2ccccc2)CC1,14.0,-2.0
O=[N+]([O-])c1cccnc1N1CCC(c2cc(-c3ccc(Cl)cc3Cl)n[nH]2)CC1,-8.1,.
Cc1nc2ccc(S(=O)(=O)NCC(=O)N3CCc4ccccc43)cc2s1,-7.7,-9.9
CCN(CC)CC(=O)Nc1cc(C)c2c(=O)oc3ccccc3c2n1,.,-3.8
CCOC(=O)c1nn(-c2cccc(OC)c2)c(-c2ccccc2)c1C(=O)c1ccccc1,-12.3,.
O=S(=O)(c1ccc2nc(COc3ccc(Cl)cc3Cl)[nH]c2c1)N1CCOCC1,6.5,-35.5
COc1cccc2cc(C(=O)CC3(O)C(=O)N(Cc4ccccc4)c4ccccc43)c(=O)oc12 (configuration not stated),-6.2,.
C#CCCOC(=O)N1C2=NC(C(=O)OC)=C(C(=O)OC)[C@@H]3N(CC=C)c4ccccc4[C@]23C[C@H]1C(=O)OC,3.3,.
Cc1cccc(C(=O)Nc2nc(C)c(C(=O)Nc3ccc4c(c3)CCC4)s2)c1,?,.
CC(C)(C)[C@H]1C=C(C(=O)NC2CC2)O[C@@H](OCCCCO)C1,-19.1,.
CCOc1ccccc1Nc1nc(-c2sc(NC(=O)c3ccco3)nc2C)cs1,?,.
CC(C)C(c1nnnn1Cc1ccccc1)N1CCN(Cc2ccco2)CC1 (configuration not stated),-18.9,0.1
Cc1ccccc1-c1nc(CN2CCC(C(=O)O)CC2)c(C)o1,2.5,-4.1
CC(C)=C1C2C=CC1C(C(=O)Nc1cccc(C)c1)C2C(=O)O (configuration not stated),-6.6,0.4
O=C(NCC1CCCO1)c1onc(CSc2cccc(Cl)c2)c1C(=O)O (configuration not stated),6.8,.
O=C1C2(c3ccccc3)CN3CN(C2)CC1(c1ccccc1)C3,-15.4,.
CN(C)C(N)=NCCC[C@H](N)C(=O)O,9.7,.
O=C(OC(C(=O)NC1CCCC1)c1ccccc1F)c1ccco1 (configuration not stated),-1.8,0.7
COc1ccc2c(c1OC)C(=O)OC2Nc1ccccn1 (configuration not stated),.,5.3
Cc1cc(NC(=O)CCCOc2ccc(Cl)cc2Cl)no1,-19.4,-3.2
COC(=O)c1sccc1NC(=O)c1ccc(Br)s1,-0.8,.
# The results go on.
SMILES,RmlCD inh mix,HIV RNase H inh
Cc1c(N(C)C(=O)C23CC4CC(CC(C4)C2)C3)c(=O)n(-c2ccccc2)n1C,-1.7,1.9
O=C(Nc1ccccn1)c1cccnc1,.,-3.5
COc1ccc(C2C(C(C)=O)=C(C)N=c3s/c(=C\c4ccc5c(c4)OCO5)c(=O)n32)c(OC)c1 (configuration not stated),11.9,58.0*
COC(=O)c1ccc(C(=O)OC)c(NC(=O)CN2CCN(c3ccccc3)CC2)c1,-14.6,6.2
O=C(NCc1cccc(C(F)(F)F)c1)C1CC2Cn3c(nc4ccccc43)C2N1Cc1ccccc1 (configuration not stated),3.7,.
O=C(Nc1ccccc1Cl)N1CCN(c2ccc3nncn3n2)CC1,17.7,.
CC1=NN(c2nc(-c3ccc(Cl)cc3)cs2)C(=O)C1,-3.3,.
Cc1cc(C)nc(Sc2ncnc3sc4c(c23)CCC4)n1,20.7,.
CCN(CC(=O)Nc1c(C(=O)OC)[nH]c2ccc(Cl)cc12)c1ccc2c(c1)OCO2,9.4,-0.8
CCOC(=O)c1cc(OCC(=O)NC(C)C(C)C)cc(C(=O)OCC)c1 (configuration not stated),11.1,-2.6
NC(=O)CSc1nnc(-c2ccc(S(=O)(=O)N3CCCCC3)cc2)n1-c1ccccc1,-4.6,.
CCOc1ccc2[nH]c(=O)c(CN(CCO)C(=O)c3ccc(F)cc3)cc2c1,13.4,-0.2
COC(=O)C(C)Sc1nnc2n(-c3cccc(C)c3)c(=O)c3c4c(sc3n12)CCCC4 (configuration not stated),-9.3,17.0
CCOC(=O)CCCCC(=O)c1[nH]c(=O)[nH]c1CSc1nc(C)cc(=O)[nH]1,-4.1,-1.4
Cn1nnnc1SCC1=C(C(=O)O)N2C(=O)[C@@H](NC(=O)[C@H](O)c3ccccc3)[C@H]2SC1,-19.3,60.9*
CC(=C/C(=O)O)/C=C/c1cccs1,4.4,0.7
O=C(NC1(C(F)(F)F)Oc2ccc(Cl)cc2O1)N1CCC2(CC1)OCCO2 (configuration not stated),2.8,34.2
O=C(O)c1cccc(S(=O)(=O)N2CCCC2)c1,-8.2,1.0
Cc1cccc(N(C(=O)Cn2nnc3ccccc32)C(C(=O)NCc2ccco2)c2ccncc2)c1 (configuration not stated),7.7,-17.8
C[C@@H](C(=O)Nc1ccccc1N1CCOCC1)N1C(=O)C2CC=CCC2C1=O (some centres not stated),3.6,.
CC(=O)c1cc(NC(=O)c2ccc(Cl)cc2)c(=O)oc1/C=C/N(C)C,-0.8,.
CC(C)(C)C(=O)Nc1cccc(-c2nnc(-c3cccc(NC(=O)C(C)(C)C)c3)o2)c1,20.4,.
COc1ccc(-c2cc(C(F)(F)F)nc(NC3CCCC3)n2)cc1OC,-6.2,-6.3
Cc1cnc(NC(=O)c2ccc3c(c2)C(=O)N(Cc2ccco2)C3=O)s1,-11.9,5.8
CCOC(=O)CC1C(=O)NCCN1C(=O)c1cccc(C(F)(F)F)c1 (configuration not stated),-8.4,.
# Remaining list, next part
SMILES,RmlCD inh mix,HIV RNase H inh
COc1cccc2cc(C(=O)NCC3CCCO3)c(=O)oc12 (configuration not stated),.,-10.6
CCn1c(COc2ccccc2C)nnc1SCC(=O)Nc1cc(C)on1,-5.8,-0.8
Cn1nc(C(=O)N2CCCC2)c2ccccc2c1=O,-15.1,-6.5
COc1ccc(N(CC(=O)N2CCc3ccccc32)S(=O)(=O)c2c(C)noc2C)cc1,5.6,-7.0
O=C(CN1CCN(S(=O)(=O)/C=C/c2ccccc2)CC1)NC(=O)NCc1ccco1,-11.6,31.1
CC(=O)Nc1cc(-c2ccccc2)ccc1O,3.7,-4.5
O=C1CCCc2c1cc(C(=O)NC1CCSC1=O)c(=O)n2-c1ccccc1 (configuration not stated),-4.8,-2.5
C=CCn1c(SCC(=O)c2ccccc2)nnc1-c1ccc2c(c1)OCO2,.,-2.1
COc1ccc(C)cc1NC(=O)C(C)N(c1ccc(C)cc1)S(C)(=O)=O (configuration not stated),18.7,.
O=C(NNc1ccc(C2CCCCC2)cc1)C(O)(c1ccccc1)c1cccs1 (configuration not stated),-3.3,.
O=C(NCc1n[nH]c(=S)n1-c1ccccc1)c1ccco1,6.7,-1.2
Cc1cc(=O)oc(C)c1C(=O)Nc1cnc2ccccc2c1,-2.0,-6.7
CN(C/C(O)=C(\C#N)c1ccccc1)C1CCCCC1,-8.6,-5.0
CCCCCn1c(SCc2ccncc2)nc2cc(C(=O)NCc3ccco3)ccc2c1=O,-2.2,12.6
CC1=C(C(=O)OCc2ccccc2)C(c2ccc([N+](=O)[O-])cc2)NC(=O)N1CCCCCC(=O)O (configuration not stated),-12.6,.
COc1ccc2cc3cc(C(=O)NCc4ccco4)oc3nc2c1,136.1,.
CN1CCN(C(=O)C2=C[C@@H](C3CCCCC3)C[C@@H](OCCCCO)O2)CC1,5.1,.
COCCn1c(=S)[nH]c2ccc(N(C)C)cc2c1=O,14.2,13.7
CCOC(=O)c1c(C)c(C(=O)NC2CCCCC2)c(C)n1CC,.,0.8
C=CCOc1ccc(C(=O)NC2CCCCC2)cc1,4.3,.
Cc1cc(C)n2nc(SC(C)C(=O)NCc3ccco3)nc2n1 (configuration not stated),5.8,2.5
CCOc1c2ccoc2nc2c(OC)c(OC)ccc12,57.5,.
CC(OC(=O)c1ccncc1)C(=O)Nc1cccc(Cl)c1 (configuration not stated),10.1,-17.0
CCC(=O)c1ccc(OCC(O)CN2CCN(c3ccc(F)cc3)CC2)cc1 (configuration not stated),-16.3,.
CNc1oc(Cc2ccccc2)nc1S(=O)(=O)c1ccc(Cl)cc1,8.7,-16.2

# 6 entries from above, with two lines to a compound.
# Order of results – RmlCD inh mix, HIV RNase H inh
- O=C(NCc1n[nH]c(=S)n1-c1ccccc1)c1ccco1
    6.7, -1.2
- Cc1cc(=O)oc(C)c1C(=O)Nc1cnc2ccccc2c1
    -2.0, -6.7
- CN(C/C(O)=C(\C#N)c1ccccc1)C1CCCCC1
    -8.6, -5.0
- CCCCCn1c(SCc2ccncc2)nc2cc(C(=O)NCc3ccco3)ccc2c1=O
    -2.2, 12.6
- CC1=C(C(=O)OCc2ccccc2)C(c2ccc([N+](=O)[O-])cc2)NC(=O)N1CCCCCC(=O)O (configuration not stated)
    -12.6, .
- COc1ccc2cc3cc(C(=O)NCc4ccco4)oc3nc2c1
    136.1, .

# (list continues)
SMILES,RmlCD inh mix,HIV RNase H inh
CCN1C(=O)N(CC)C(O)(c2ccccc2)C1(O)c1ccccc1 (configuration not stated),-7.6,0.1
Cc1ccc(-c2[nH]nc(N)c2N=Nc2cccc(Cl)c2C)cc1,5.6,.
C/C=C\C=C\C(=O)N1CC2(CC(c3cccc(NC(=O)CC(c4ccccc4)c4ccccc4)c3)=NO2)C[C@H]1C(N)=O (some centres not stated),4.8,.
O=C(c1ccc2c(c1)OCO2)N1CCC2(CC1)Oc1ccc(F)cc1C(=O)C21CC(c2ccccc2)=NO1 (configuration not stated),-8.1,.
COc1ccc(CCNC(=O)C2CC(c3ccccc3C(F)(F)F)=NO2)cc1 (configuration not stated),-6.6,.
CCOC(=O)C(/C(N)=N/C(=O)Nc1ccccc1)=C(\C)O,-7.2,-3.7
CCOc1ccccc1OCCn1nnc2ccccc21,?,-43.3
CCOc1ccc(OCC)c(NC(=O)CN2CCN(CC)CC2)c1,2.8,.
CCN1CCN(C(=O)c2cn(CC)c3ccc(S(=O)(=O)N(C)C)cc3c2=O)CC1,8.2,-4.7
COc1ccc(OC)c(C2C3=C(CCCC3=O)Nc3nc4ccccc4n32)c1 (configuration not stated),.,-14.1
O=S(=O)(c1ccc(Cl)s1)N1CCC(Cc2ccccc2)CC1,8.4,.
Cc1cc(N2C(=O)C(O)=C(C(=O)c3ccc(C)o3)C2c2cccs2)no1 (configuration not stated),.,2.8
O=C(CN1CCCC1)Nc1ccc(-c2nc3cc(NC(=O)CN4CCCC4)ccc3o2)cc1,46.1*,23.1
COP(=O)(/C=C/c1ccccc1)C(O)c1ccc(F)cc1 (configuration not stated),-3.7,-8.8
CCNc1cc2oc(=O)c(CN3CCOCC3)c(C)c2cc1C,.,-0.2
Cc1ccccc1NS(=O)(=O)c1ccc(OCC(=O)NCc2ccco2)cc1,-16.4,-1.8
O=C(O)CSc1nnc(-c2ccco2)o1,2.3,-3.9
CCOc1cc(C2C(C#N)=C(N)OC(C)=C2C(C)=O)cc(Br)c1O (configuration not stated),19.2,1.5
O=C(Oc1cc(-c2ccccc2)no1)c1cccc(C(F)(F)F)c1,14.1,.
Nc1[nH]n(-c2ccccc2)c(=O)c1N=Nc1ccccc1[N+](=O)[O-],9.0,.
COCCn1c(-c2ccc(OC)cc2)nc2ccccc21,8.4,.
CNC(=O)CSCc1c(Cl)cccc1Cl,-16.2,-11.8
CCOC(=O)c1ccc(NC(=O)c2ccc(CN3CCOCC3)cc2)cc1,2.5,-5.2
COc1ccccc1C(=O)N1CCN(c2ccccn2)CC1,8.2,-4.4
COCCCn1c(Cc2csc(Nc3ccc(F)cc3)n2)nnc1SCC(N)=O,-9.4,.
# (continued)
SMILES,RmlCD inh mix,HIV RNase H inh
CCNC(=O)CN1C(=O)NC(CCc2ccccc2)C1=O (configuration not stated),-0.6,.
CCOC(=O)C1=C(C)N(C)C(=O)NC1c1c(C)nn(-c2ccc(C)cc2)c1Cl (configuration not stated),-5.1,.
CCc1ccccc1NC(=O)CSC1=C(C#N)C(c2ccc3c(c2)OCO3)C2=C(CCCC2=O)N1 (configuration not stated),10.7,8.0
C[N+]1(CCC(C(N)=O)(c2ccccc2)c2ccccc2)CCCCC1,7.2,.
Cn1c(SCC(=O)NC2CC2)nnc1-c1cccc(NC(=O)c2ccccc2F)c1,-4.7,.
O=C(CSCc1c(F)cccc1Cl)NCc1ccco1,-9.6,-19.1
Cc1cc(C)c2cc(C#N)c(N3CCCC3)nc2c1,-3.0,-2.4
O=C(COC(=O)c1ccc2ccccc2n1)Nc1ncc(C(F)(F)F)cc1Cl,-10.0,.
Cn1c(=N)n(CC(O)c2ccccc2)c2ccccc21 (configuration not stated),9.3,.
CCSc1nnc2n(N)c(=O)c3ccccc3n12,1.8,.
COc1cc(O)c(C(CC(=O)N2CCCC2)c2cc(OC)c(OC)c(OC)c2)c(OC)c1 (configuration not stated),-2.3,.
CCCCCOc1ccc(/C=c2\sc3ncnn3c2=O)cc1,.,17.0
O=S(=O)(CCOc1ccccc1)c1nc2ccccc2[nH]1,-1.4,-1.7
C=CCn1c(N)c(C(=O)NCc2cccnc2)sc1=S,1.1,-4.3
CNc1nc(Oc2ccccc2C(=O)OC)nc(SC)n1,5.8,-18.6
COC(=O)CSc1nnc(-c2sc3ccccc3c2Cl)o1,5.7,.
COc1ccc(C(=O)NC(CC(C)C)C(=O)O)cc1OC (configuration not stated),2.7,.
COCCCNC(=O)c1ccc(-n2nc(C(F)(F)F)cc2-c2cccs2)cc1,-0.7,.

# A draw from above in order of formula weight, rising.
SMILES,RmlCD inh mix,HIV RNase H inh
Cn1c(=N)n(CC(O)c2ccccc2)c2ccccc21 (configuration not stated),9.3,.
CCCCCOc1ccc(/C=c2\sc3ncnn3c2=O)cc1,.,17.0
COCCCNC(=O)c1ccc(-n2nc(C(F)(F)F)cc2-c2cccs2)cc1,-0.7,.

# Screening results from PubChem.

# Only part of the results is shown; count on the stated rates, not on these rows.
